From PubChem BioAssay
HIF-2a block – HIF-2a inhibition | 786-0 RCC cells HIF-2a reporter, luciferase luminescence, overnight | inhibition, % at 18.8 µM | 0.72% of 360,000 active | AID 624352;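 active = inhibition of the luminescence signal of 40% or more relative to plate controls, in a single-dose primary screen at 18.75 µM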
PDI inh – inhibitors of human protein disulfide isomerase. AID 588391. PDI insulin aggregation turbidity, A650, 90 min. 0.052% of 350,000 active. P07237. inhibition, % at 10 µM;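 active = mean inhibition across replicates of 30% or more, whatever share of single replicates reach that level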;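 also: absorbance from insulin aggregation driven by PDI reduction with DTT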
Target sequence (P07237 whole entry, looked up): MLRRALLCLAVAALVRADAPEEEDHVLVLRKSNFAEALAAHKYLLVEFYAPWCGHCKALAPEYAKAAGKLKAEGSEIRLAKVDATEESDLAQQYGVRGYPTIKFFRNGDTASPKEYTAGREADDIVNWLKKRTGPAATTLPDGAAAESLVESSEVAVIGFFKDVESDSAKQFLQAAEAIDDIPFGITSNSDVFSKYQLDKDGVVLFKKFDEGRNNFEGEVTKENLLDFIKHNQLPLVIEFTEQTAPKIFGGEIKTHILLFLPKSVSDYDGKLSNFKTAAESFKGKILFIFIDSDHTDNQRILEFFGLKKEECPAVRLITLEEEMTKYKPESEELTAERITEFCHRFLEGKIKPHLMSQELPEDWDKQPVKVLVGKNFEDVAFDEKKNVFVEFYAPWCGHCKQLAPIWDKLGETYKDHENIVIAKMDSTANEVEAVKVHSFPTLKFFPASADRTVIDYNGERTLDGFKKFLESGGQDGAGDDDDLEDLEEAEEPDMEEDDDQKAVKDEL
Shn3 3UTR inh – Schnurri-3 reporter inhibition in Clone20 osteoblasts. 0.52% of 360,000 active. AID 588674. Clone20 osteoblast Shn3 3'UTR firefly luciferase, 24 h. inhibition, % at 12.5 µM;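 active = mean inhibition of at least 75% with every replicate also reaching 75%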;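 also: 0% = median of neutral control wells and 100% = pilot-screen positive control compound; some compounds past the cut are filed as inactive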
CF NFkB inh – inhibitors of cystic fibrosis induced NF-kB; KKLEB NF-kB-GFP reporter, PAF-induced, GFP fluorescence overnight; AID 588850; 0.86% of 360,000 active; inhibition, % at 5 µM;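 active = at least 50% inhibition at 5 µM, scaled per plate between neutral and stimulator controls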;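 also: PAF is a Pseudomonas aeruginosa culture filtrate used as stimulus; plate controls were PAF-stimulated DMSO wells for no effect and unstimulated DMSO wells for full effect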
Vif imaging – inhibitors of HIV Vif; HEK293T cells, Vif self-association by quenched fluorescence, imaging, 24 h; inhibition, % at 7.49 µM; 0.35% of 340,000 active; in the data active = inhibition above about 50%, passing the limit was not always enough; also: some results filed as inactive read as strong as hits
TRPM1 prom inh – reduces MITF-dependent TRPM1 promoter luciferase signal | SK-MEL-5 TRPM1 promoter luciferase, 24 h | inhibition, % at 12.5 µM | 0.83% of 330,000 active;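 active = mean inhibition across replicates of 60% or more, whatever share of single replicates reaches that level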; also: values of inactives mirror those of a sister screen read the other way
NR2E3 ag-1 – agonists of human nuclear receptor NR2E3 | inhibition of corepressor binding, % at 4.78 µM | AID 2300 | GST-NR2E3/biotin-RetCOR TR-FRET, 1536-well | 0.12% of 320,000 active | Q9Y5X4;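 active = percent inhibition above the cutoff of mean plus 3 SD of all tested compounds, set per screening campaign, cut at about 20% in these data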;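 also: 0% = DMSO wells and 100% = biotin wells as full block of FRET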
Target sequence (Q9Y5X4 whole entry, looked up): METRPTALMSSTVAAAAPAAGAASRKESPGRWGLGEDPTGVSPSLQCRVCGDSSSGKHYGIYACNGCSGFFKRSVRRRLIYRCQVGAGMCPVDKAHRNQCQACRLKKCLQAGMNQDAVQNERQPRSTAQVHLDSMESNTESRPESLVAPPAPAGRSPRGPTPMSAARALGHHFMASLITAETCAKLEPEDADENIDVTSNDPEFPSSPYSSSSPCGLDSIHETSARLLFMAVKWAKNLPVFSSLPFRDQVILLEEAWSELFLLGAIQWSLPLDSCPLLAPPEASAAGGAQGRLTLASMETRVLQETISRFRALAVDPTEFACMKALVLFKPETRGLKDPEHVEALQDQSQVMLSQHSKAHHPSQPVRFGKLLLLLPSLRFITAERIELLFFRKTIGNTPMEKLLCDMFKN
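Material: NR2E3–RetCOR corepressor complex / Amount: 1.35 nM GST-NR2E3 / Medium: Tris pH 7.5 / Compound: single nominal compound dose of 4.8 µM / Incubation: 5 h at 4 °C / Technique: TR-FRET, Eu(K)-anti-GST donor, streptavidin-D2 acceptor, ex 340, em 617/671 nm / Read-out basis: percent loss of FRET ratio relative to control wells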
CaV13 ICDI inh – Primary screen for inhibitors of IQ motif and Ca2+-dependent inactivation inhibitor domain binding in CACNA1D, Förster resonance energy transfer in living cells, …; HEK cells, CFP/YFP FRET ICDI-IQ, plate reader, 10 min; percent FRET-ratio fall versus neutral wells; 0.098% of 340,000 active; AID 743397; inhibition, % at 12.3 µM;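 active = mean replicate inhibition of at least 30% and at least 1% of replicates passing that level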;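 also: 0% = median of the neutral control wells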
Peg3 prom inh – reduces Peg3 promoter-driven luciferase expression in HeLa. 1.7% of 360,000 active. HeLa PEG-Prom luciferase reporter, luminescence, overnight. inhibition, % at 20 µM;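 active = inhibition of at least 50% at 20 µM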
NR2E3 ag-2 – human photoreceptor-specific nuclear receptor agonism. CHO-S Gal4-NCOR/VP16-NR2E3 two-hybrid, luciferase. AID 602229. 0.35% of 360,000 active. Q9Y5X4. inhibition of corepressor binding, % at 3.98 µM;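 active = inhibition above the mean of all tested compounds plus 3 SD, cut at about 70% in these data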;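 also: 0% = DMSO with NR2E3 transfected cells and 100% = cells lacking NR2E3 construct; higher means lower luciferase signal from less NR2E3 corepressor binding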
KKLEB tox – CF airway cell cytotoxicity counter-screen; KKLEB CF airway cells viability, ATPlite luminescence, overnight; stronger effect = lower value; cells stimulated with P. aeruginosa culture filtrate; activity change (cytotoxicity), % at 5 µM; 0.36% of 360,000 active;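 active = corrected activity change at or below -50% at 5 µM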
* marks the source's active call; other numbers are inactive results; x = not tested or not shown.

nr	Structure	HIF-2a block	NR2E3 ag-2	Shn3 3UTR inh	CaV13 ICDI inh	TRPM1 prom inh	Peg3 prom inh	Vif imaging	PDI inh	CF NFkB inh	KKLEB tox	NR2E3 ag-1
1	COc1cccc2c1OC1(C)CC2NC(=O)N1c1cccc(C(=O)Nc2ccc3c(c2)OCCO3)c1 (configuration not stated)	-16	25	x	x	3	-16	x	12	4	-4	-1
2	CCOC(=O)c1oc2cc(OCC(=O)OC)ccc2c(=O)c1-c1ccc(OC)c(OC)c1	13	2	-2	-2	-11	8	-1	-7	11	0	-1
3	CC(C)COP(=O)(OCC(C)C)C(O)c1ccc(F)cc1 (configuration not stated)	9	8	9	-8	-4	9	-1	-2	4	5	1
4	COc1cccc(-c2sc3ccc(OC)cc3c2-c2ccc(OC)cc2F)c1	-215	-53	-36	-6	-36	-158	-2	2	-6	0	3
5	CCOc1ccc(NS(=O)(=O)c2ccc(C(=O)N(CC)CC(=O)NCc3cccs3)cc2)cc1	12	-3	30	x	8	4	2	-4	6	-15	-6
6	CCCCNc1ncnc2c1cnn2-c1ccccc1	-262	-212	-41	-5	-23	-282	-5	-2	13	-14	1
7	CCOc1ncccc1C(=O)N1CCN(C(=O)c2ccccc2)CC1	15	25	-6	5	1	-11	3	3	5	5	2
8	CSc1ccc(C(=O)C2CCCN(C(=O)c3csc(C(C)=O)c3)C2)cc1 (configuration not stated)	3	-1	21	-2	-4	12	4	5	-9	5	1
9	Cc1c(NC(=O)CN(c2ccccc2)S(=O)(=O)c2ccc(F)cc2)c(=O)n(-c2ccccc2)n1C	2	-12	-8	-6	4	8	-7	12	16	7	1
10	COC(=O)c1cc(=O)n(Cc2ccc(OC)c(OC)c2)c(=Nc2ccc(F)cc2)s1	70*	-20	17	-5	16	81*	x	x	54*	-21	1
11	CC1CCCN(S(=O)(=O)c2ccc(NC(=O)C3CC(=O)N(c4ccccc4)C3)cc2)C1 (configuration not stated)	21	-1	22	-7	7	22	-21	-2	0	-4	6
12	O=C(NC1CC1)C1CCN(C2CCN(C(=O)Cc3ccc(F)cc3)CC2)CC1	10	-7	10	3	-2	4	-14	-3	6	-2	-2
13	CCOC(=O)C1(Cc2ccc(OC)cc2)CCN(C(=O)C2CC(=O)N(C3CC3)C2)CC1 (configuration not stated)	-46	-19	-9	-1	-6	-18	1	6	2	-8	5
14	CS(=O)(=O)c1ccc2nc(NC(=O)CN3CCOCC3)sc2c1	-1	-35	12	-4	8	5	-2	19	-12	6	-3
15	Clc1ccc(NCc2nnc3n2CCCCC3)cc1	-10	-15	8	-7	7	-14	6	-2	5	-8	1
16	COc1ccc(C(=O)COC(=O)c2ccccc2C(=O)N(C)c2ccccc2)c(OC)c1	-214	-12	-53	-6	-48	-158	-7	1	-17	2	0
17	CC(=O)Nc1cccc(NC(=O)CSc2n[nH]c(-c3ccccc3)n2)c1	-10	-13	-1	-16	10	3	-9	0	-32	-10	2
18	COc1ccc2oc(=O)c(C(=O)n3ccc(C)n3)cc2c1	13	16	-1	-9	14	3	4	-6	-14	4	2
19	CSc1ccc(CN2CCC(Cc3ccccc3)CC2)cc1	13	-16	11	-3	x	10	0	5	7	1	0
20	Cc1ccc(-c2nnc(OCCN3CCOCC3)c3ccccc23)cc1	4	-5	3	-4	10	10	-6	-12	-1	4	-1
21	Cn1c(=O)c2c(SCC(=O)Nc3ccccc3F)nc(C3CC3)nc2n(C)c1=O	14	-32	18	-6	12	6	-3	20	-2	-13	-2
22	COc1ccc(C2CC(c3cccs3)=NN2C(=O)CSc2nc3ccccc3s2)cc1 (configuration not stated)	13	-12	12	-4	18	27	1	1	12	-6	2
23	COc1cccc(N(CC(=O)NCCN2CCOCC2)S(=O)(=O)c2ccccc2)c1	11	-18	-8	-3	-3	-12	9	-5	1	14	-1
24	COc1cccc(OC)c1C(=O)OCC(=O)N(c1ccccc1)C1CCCCC1	21	15	8	-18	3	16	13	1	-27	6	3
25	COc1ccc(/C=N/NC(=O)c2nnn(-c3nonc3N)c2-c2cccs2)c(OC)c1	-5	0	7	-14	11	13	-24	0	-10	14	1
26	O=C(NCc1nc(-c2ccccc2)no1)c1ccc(Br)o1	10	-8	2	-6	12	7	9	13	13	-3	4
27	COc1ccccc1C(=O)NC1CCSc2ccccc21 (configuration not stated)	-2	-24	17	-7	5	-9	x	0	1	-8	5
28	CC(=O)Nc1ccc(NC(=O)C(C)OC(=O)c2c(NC(C)=O)sc(C)c2C)cc1 (configuration not stated)	18	12	-50	-6	5	10	6	-6	-10	3	3
29	Cc1ccc(SCCNC(=S)Nc2cc(C)ccc2C)cc1	31	14	-5	x	-4	11	x	16	-10	3	3
30	CN1CCN(c2cc(=O)n(Cc3ccc(F)cc3)c(=O)[nH]2)CC1	6	-8	6	-3	-2	13	x	x	8	12	0
31	COc1c(C)cc(C(=O)C2CCCN(Cc3ccc(Oc4ncccn4)cc3)C2)cc1C (configuration not stated)	19	5	34	-1	4	-1	-14	15	9	2	0
32	O=C(CNS(=O)(=O)c1ccc(Br)s1)N1CCN(c2ccc(F)cc2)CC1	11	18	18	-2	2	9	-3	-1	-2	2	2
33	Cc1ccc2nc(-c3cccc(S(=O)(=O)N4CC(C)OC(C)C4)c3)cn2c1 (configuration not stated)	-62	-8	3	-8	1	-35	-4	8	-5	-8	-2
34	CC1CC(C)CN(C(=O)c2cc3c(=O)n4ccccc4nc3s2)C1 (configuration not stated)	-33	-16	4	-7	-8	-18	7	-11	7	5	4
35	CCc1ccccc1NC(=O)CCNS(=O)(=O)c1cc(Br)cnc1N	8	-13	0	-7	-6	31	8	-2	4	2	2
36	CCc1ccc(OCC(=O)Nc2ccc(S(=O)(=O)Nc3ccccn3)cc2)cc1	9	-20	15	-2	-1	16	-2	-1	-4	11	1
37	COc1ccc(CCNCCC(c2ccccc2)c2ccccc2)cc1OC	10	-23	16	-5	x	-13	6	-2	-15	14	x
38	CCN1/C(=C(\O)c2ccccc2)C(=O)c2ccccc2S1(=O)=O	13	11	4	-3	4	12	-3	-4	-12	-2	-1
39	COc1ccc(S(=O)(=O)CCC(=O)Nc2cc(C)ccc2OC)cc1	3	9	-12	-5	8	1	1	5	3	-12	4
40	CCOc1ccc(-c2cn(-c3ccc(OC)cc3)c(SC)n2)cc1	-240	-117	-53	-6	-82	-260	-4	0	-16	8	2
41	Cc1nc2c([nH]c3ccccc32)c(=O)n1N	-9	-10	-15	3	7	-27	4	3	8	6	2
42	Cc1ccc(-c2nnn(CC(=O)N(CC(=O)NC(C)C)c3cnc4ccccc4c3)n2)o1	3	20	-7	-9	2	-1	3	0	11	8	2
43	O=c1cc(-c2cccnc2)oc2c1ccc1ccccc12	-27	-10	-2	-5	x	-8	-2	-7	-96	-28	6
44	Cc1cccc(C)c1NC(=S)N1CCOCC1	12	-3	2	-4	-6	11	4	2	9	8	4
45	COCc1cc(C)nc(SCC(=O)NCC2CCCO2)c1C#N (configuration not stated)	6	-11	4	-3	1	7	-10	4	14	-1	6
46	Cc1ccccc1-n1c(N)cc(=O)[nH]c1=S	-5	7	10	-10	5	3	1	-5	-9	9	2
47	COc1ccccc1CNC(=O)C(CC(C)C)NS(=O)(=O)c1ccc2c(c1)oc(=O)n2C (configuration not stated)	4	18	-8	-6	x	19	31	2	-32	-10	-2
48	O=C(CCN1C(=O)c2ccccc2C1=O)NC(=S)Nc1ccccc1Cl	-1	1	3	-4	-6	-2	-2	3	-4	-6	-1
49	COc1ccc(CC2SC(N)=NC2=O)cc1 (configuration not stated)	7	5	3	-3	-2	1	8	-13	0	14	5
50	CCOC(=O)c1cnc2cc(F)c(F)cc2c1N1CCOCC1	12	-13	7	-2	3	20	-5	-6	6	3	0

Just KKLEB tox, TRPM1 prom inh and NR2E3 ag-1, for two of the compounds above:
| item | Molecule | KKLEB tox | TRPM1 prom inh | NR2E3 ag-1 |
| --- | --- | --- | --- | --- |
| 48 | O=C(CCN1C(=O)c2ccccc2C1=O)NC(=S)Nc1ccccc1Cl | -6 | -6 | -1 |
| 49 | COc1ccc(CC2SC(N)=NC2=O)cc1 (configuration not stated) | 14 | -2 | 5 |

Returning to the listing, starting 2 compounds before the break.
nr	Structure	HIF-2a block	NR2E3 ag-2	Shn3 3UTR inh	CaV13 ICDI inh	TRPM1 prom inh	Peg3 prom inh	Vif imaging	PDI inh	CF NFkB inh	KKLEB tox	NR2E3 ag-1
49	COc1ccc(CC2SC(N)=NC2=O)cc1 (configuration not stated)	7	5	3	-3	-2	1	8	-13	0	14	5
50	CCOC(=O)c1cnc2cc(F)c(F)cc2c1N1CCOCC1	12	-13	7	-2	3	20	-5	-6	6	3	0
51	CCOC(=O)NN1C(=O)c2ccccc2NC1c1cccc(O)c1 (configuration not stated)	15	6	-8	-5	7	10	-6	-39	3	-16	4
52	O=C(CCn1[nH]c(=O)c2ccccc2c1=O)N1CCOCC1	12	-13	-11	x	-13	18	2	-5	7	-6	0
53	CCOC(=O)N1CCC(N(C(=O)Nc2cccc(OC)c2)C(C)CC)CC1 (configuration not stated)	-34	16	9	-8	-3	9	-2	-1	2	0	5
54	Cc1nn(Cc2cccc(Oc3ccccc3)c2)c(C)c1NC(=O)NC12CC3CC(CC(C3)C1)C2	28	-5	49	-5	11	18	-6	-16	11	-26	0
